Tau fibril ThT: blocks human tau fibril formation measured by thioflavin T; P10636; recombinant tau K18 P301L, heparin-induced fibrillization, ThT fluorescence; Potency, µM (titrated, usually from 57.4 µM), without a hit: at the top dose activity, negative = inhibition, actives largely listed as inhibitors; hit rate 2.1% among 270,000; AID 1460; note: nearly all actives have a fitted effect of over 55% in size
Target sequence (P10636 561-689 P618L limits assumed): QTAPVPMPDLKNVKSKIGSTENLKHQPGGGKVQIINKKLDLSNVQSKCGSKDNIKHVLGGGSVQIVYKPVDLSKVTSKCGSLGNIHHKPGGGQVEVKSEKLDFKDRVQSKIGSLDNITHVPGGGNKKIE
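Aggregation was driven by heparin (20 uM final) acting on recombinant tau […] bearing P301L in 100 mM sodium acetate pH 7; fibrils were detected with Thioflavin T.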
RGS12 GoLoco inh: inhibitors of human Gai1-RGS12 GoLoco interaction (red fluorophore) | hit rate 0.44% among 230,000 | P63096 | Gai1:RGS12 GoLoco peptide FP, rhodamine, 10 min | AID 880 | Potency, µM (top dose mostly 61.6 µM), without a hit: at the top dose activity, negative = inhibition, hits mostly inhibitors; active = well fitted inhibition curve with a large enough effect, not every such curve was filed as active; inactive = no such curve, though single readings can be large or run the other way; note: nearly all actives have a fitted effect of over 30% in size; many of its hits are not listed in these tables
TR SRC2 fluor cs: counter-screen for TRb-SRC2 inhibitors: fluorescence interference; TRb/SRC2 Texas Red total fluorescence interference; Potency, µM (top dose mostly 106 µM), inactives show at the top dose fluorescence change, negative = quenching; hit rate 0.29% among 280,000; AID 1479; active = well fitted curve in either direction with a large enough effect; inconclusive = small, poorly fitted or top-dose-only effect
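Human TRβ ligand-binding domain (0.6 uM) and Texas Red SRC2 peptide (20 nM) in Tris buffer with 1 uM T3 and 5% DMSO were incubated with pinned compound for 5 hr at ambient temperature. Total fluorescence was computed as S + 2P (555/632 nm).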
JMJD2E inh: inhibitors of human JMJD2E histone demethylase; B2RXH2; JMJD2E catalytic domain, FDH-coupled NADH fluorescence (FDH is formaldehyde dehydrogenase); Potency, µM (top dose mostly 57.1 µM), without a hit: at the highest dose activity change, negative = inhibition, usual class: inhibitors; hit rate 1.6% among 230,000; AID 2147; active = well fitted inhibition curve with a large enough effect, not every such curve was filed as active; inconclusive = small, poorly fitted or top-dose-only effect, or another doubt; inactive = no such curve, though single readings can be large or run the other way;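 note: 0% = wells with enzyme and -100% = buffer wells without enzyme; nearly all actives have a fitted effect of over 50% in size; many of its hits are not listed in these tables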
L3MBTL1 inh: blocks human L3MBTL1; Q9Y468; AlphaScreen L3MBTL1–H3K9me1 peptide binding; Potency, µM (top dose mostly 57.1 µM), for the others: at the highest dose activity, negative = inhibition, most hits filed as inhibitors; hit rate 0.66% among 230,000; note: nearly all actives have a fitted effect of over 60% in size
Target sequence (Q9Y468 whole entry, looked up): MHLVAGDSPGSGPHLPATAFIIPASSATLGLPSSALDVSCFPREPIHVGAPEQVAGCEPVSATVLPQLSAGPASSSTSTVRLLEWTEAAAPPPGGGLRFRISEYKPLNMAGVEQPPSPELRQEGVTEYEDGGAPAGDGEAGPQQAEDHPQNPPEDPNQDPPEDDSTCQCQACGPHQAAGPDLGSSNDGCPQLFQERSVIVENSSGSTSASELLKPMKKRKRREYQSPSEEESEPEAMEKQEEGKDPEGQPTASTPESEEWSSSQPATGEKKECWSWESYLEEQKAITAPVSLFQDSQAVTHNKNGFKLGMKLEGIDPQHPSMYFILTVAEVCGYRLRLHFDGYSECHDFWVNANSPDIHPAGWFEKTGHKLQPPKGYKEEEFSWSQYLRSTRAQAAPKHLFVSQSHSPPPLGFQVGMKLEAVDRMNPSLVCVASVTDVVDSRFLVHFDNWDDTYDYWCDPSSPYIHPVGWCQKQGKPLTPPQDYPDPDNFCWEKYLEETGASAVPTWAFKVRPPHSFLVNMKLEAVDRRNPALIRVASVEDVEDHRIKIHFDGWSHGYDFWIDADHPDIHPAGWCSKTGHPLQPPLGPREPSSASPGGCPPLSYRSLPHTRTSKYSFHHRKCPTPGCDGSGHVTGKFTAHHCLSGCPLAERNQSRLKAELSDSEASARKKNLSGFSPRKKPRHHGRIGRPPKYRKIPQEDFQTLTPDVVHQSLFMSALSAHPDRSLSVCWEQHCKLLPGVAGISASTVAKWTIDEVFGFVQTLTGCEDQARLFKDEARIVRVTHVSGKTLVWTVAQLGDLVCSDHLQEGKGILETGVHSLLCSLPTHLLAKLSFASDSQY
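First, the protein-peptide complex forms for 30 min at room temperature (L3MBTL1 50 nM, biotinylated H3K9me1 peptide 75 nM). Next, compounds are pin-transferred and incubated 30 min. Finally, AlphaScreen beads are added and read after 30 min.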
RECQ1 helicase: blocks DNA unwinding by human RECQ1; RECQ1 DNA unwinding, red fluorescence kinetic read; Potency, µM (highest dose often 57.3 µM), for the others: top-dose activity, negative = inhibition, most hits filed as inhibitors; hit rate 0.54% among 240,000; P46063;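 note: plate controls were vehicle for no effect and no enzyme for full effect; nearly all actives have a fitted effect of over 30% in size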
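50 nM RECQ1T1 preincubated 15 min with compound in Tris pH 8.0 buffer with MgCl2, DTT, Tween-20 and 2.5 ug/ml poly(dI-dC); started with 200 nM TAMRA/BHQ-2 forked duplex and 2 mM ATP. Unwinding read as fluorescence (525/598 nm), two reads 2 h apart.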
TRb-SRC2 inh: TRbeta-SRC2 interaction inhibition | P10828 | hit rate 0.065% among 280,000 | AID 1469 | Potency, µM (highest dose often 106 µM), for the others: at the top dose activity change, negative = inhibition, actives largely listed as inhibitors | TRbeta-SRC2 peptide binding, fluorescence polarization; receptor liganded with 1 µM T3;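 note: plate controls were bound peptide for no effect and peptide without receptor for full effect; nearly all actives have a fitted effect of over 50% in size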
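A fluorescence polarization screen tested compounds at multiple concentrations against complex formation between 0.6 uM TRb ligand-binding domain and 20 nM Texas Red SRC2 peptide, with 1 uM T3 present; readout after 5 hr.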
Tau FP inhib: tau fibrillization inhibition (FP); P10636; K18 P301L tau heparin fibrillization, Alexa594 FP, 6 h; Potency, µM (series often up to 57.7 µM), for inactives: at the highest dose activity, negative = inhibition, most hits filed as inhibitors; hit rate 0.39% among 280,000; AID 1468; note: nearly all actives have a fitted effect of over 55% in size
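Heparin (20 uM) drove fibril formation of recombinant tau K18 P301L, 15 uM unlabeled with 0.24 uM Alexa 594 label, for 6 hr at 37 C in 100 mM sodium acetate pH 7. Fluorescence polarization (555/632 nm) read 1 hr after 30 uM ThT.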
* = called active by the depositor; & = joins results of further samples; [ ] = dose if it differs, or a comment. Unless noted, calls come from the whole dose curve; as a rule, active = well fitted curve in the direction sought with a large enough effect; inconclusive = small, poorly fitted or top-dose-only effect, or another doubt; inactive = no such curve, though single readings can be large; an effect the other way counts as inactive or inconclusive. Unless noted, % is set by controls: 0 for no effect and ±100 for the full control effect; potency is the fitted concentration of half-maximal effect. Only part of the results is shown. The share of hits here may be higher or lower than overall.

Screening COc1ccc2c(c1)C(=O)N(c1ccccc1OC)C(=O)C2 returned Tau fibril ThT -12%, RGS12 GoLoco inh 11%, TR SRC2 fluor cs 1%, JMJD2E inh 2%, L3MBTL1 inh -6%, RECQ1 helicase 1%, TRb-SRC2 inh -15% and Tau FP inhib -4%.
`CC(C)N(CCc1ccncc1)C(=S)Nc1cccc(Cl)c1` gave Tau fibril ThT -5%, RGS12 GoLoco inh -3%, TR SRC2 fluor cs -2%, JMJD2E inh 1%, RECQ1 helicase 12%, TRb-SRC2 inh 1% and Tau FP inhib -10%.
For C=CCCN(C1CCCC1)S(=O)(=O)c1ccccc1Br the results were Tau fibril ThT 1%, RGS12 GoLoco inh -1%, TR SRC2 fluor cs 0%&3%, JMJD2E inh 7%, RECQ1 helicase -16%&-11%, TRb-SRC2 inh 8%&5% and Tau FP inhib -6%.
COC(=O)COc1ccc(S(=O)(=O)Nc2ccc(NC(C)=O)cc2)cc1 was read as Tau fibril ThT -7%, RGS12 GoLoco inh 0%, TR SRC2 fluor cs -2%, JMJD2E inh 7%, L3MBTL1 inh 5%, RECQ1 helicase inactive, TRb-SRC2 inh -4% and Tau FP inhib 6%.
`CCCNC(=O)CN(C)S(=O)(=O)c1ccc(F)cc1` gave Tau fibril ThT 19%, RGS12 GoLoco inh -5%, TR SRC2 fluor cs -9%, JMJD2E inh 6%, L3MBTL1 inh 35%[activator], RECQ1 helicase inactive, TRb-SRC2 inh -2% and Tau FP inhib -1%.
For CC1CCCCN1S(=O)(=O)c1cc2c3c(c1)CC(=O)N3CCC2 (stereo not given) the results were Tau fibril ThT -5%, TR SRC2 fluor cs 1%, TRb-SRC2 inh 0% and Tau FP inhib 0%.
Screening COc1ccc(N2CCN(c3ccc([N+](=O)[O-])nc3)CC2)cc1 returned Tau fibril ThT 1.4µM*, RGS12 GoLoco inh -1%, TR SRC2 fluor cs -4%, JMJD2E inh -2%, RECQ1 helicase -1%, TRb-SRC2 inh -1% and Tau FP inhib 1%.
Screening O=C(Nc1cccc([N+](=O)[O-])c1)c1ccccc1 returned Tau fibril ThT -19%, RGS12 GoLoco inh 5%, TR SRC2 fluor cs -3%, JMJD2E inh -10%, L3MBTL1 inh 8%, RECQ1 helicase -9%, TRb-SRC2 inh 1% and Tau FP inhib 10%.
Cc1cc(C)c(OCC(=O)N(Cc2ccco2)Cc2ccco2)c(C)c1 was read as Tau fibril ThT inconclusive, TR SRC2 fluor cs -1%, TRb-SRC2 inh -10% and Tau FP inhib 0%.
Screening Cc1cc(-c2nnc(SCC(=O)Nc3nc(-c4ccc(Cl)cc4)cs3)o2)no1 returned Tau fibril ThT inconclusive, RGS12 GoLoco inh 10%, TR SRC2 fluor cs -1%, JMJD2E inh -18%, RECQ1 helicase -18%, TRb-SRC2 inh 2% and Tau FP inhib -1%.
`COc1ccc(C2NC(C(=O)O)Cc3c2[nH]c2ccccc32)cc1OC` (stereo not given) gave Tau fibril ThT -2%, RGS12 GoLoco inh -9%, TR SRC2 fluor cs -3%, JMJD2E inh -1%, RECQ1 helicase -15%, TRb-SRC2 inh 9% and Tau FP inhib 6%.
`CC(=O)C1C(=O)CC(C)(O)C(C(C)=O)C1c1ccccc1` (stereo not given) gave Tau fibril ThT 2%, RGS12 GoLoco inh 5%, TR SRC2 fluor cs -1%, JMJD2E inh -18%, RECQ1 helicase -4%, TRb-SRC2 inh 1% and Tau FP inhib 5%.
Cn1c(NC(=O)c2ccccc2Br)cc(=O)n(C)c1=O was read as Tau fibril ThT -2%, RGS12 GoLoco inh -2%, TR SRC2 fluor cs -2%, JMJD2E inh 5%, L3MBTL1 inh 4%, RECQ1 helicase inactive, TRb-SRC2 inh -4% and Tau FP inhib 3%.
Screening CC(=O)N1c2ccc([N+](=O)[O-])cc2NC(=O)CC1C (stereo not given) returned Tau fibril ThT -1%, RGS12 GoLoco inh 4%, TR SRC2 fluor cs 0%, JMJD2E inh 7%, L3MBTL1 inh 4%, RECQ1 helicase 3%, TRb-SRC2 inh 4% and Tau FP inhib -7%.
`COc1ccc(C2/C(=C(/O)c3ccccc3)C(=O)C(=O)N2C)cc1` (stereo not given) gave Tau fibril ThT 8%, RGS12 GoLoco inh 10%, TR SRC2 fluor cs -2%, JMJD2E inh -3%, L3MBTL1 inh 7%, RECQ1 helicase -15%, TRb-SRC2 inh -3% and Tau FP inhib 0%.
For CC(=O)Nc1ccc(S(=O)(=O)Nc2c(C)n(C)n(-c3ccccc3)c2=O)cc1 the results were Tau fibril ThT 3%, RGS12 GoLoco inh -6%, TR SRC2 fluor cs -6%, JMJD2E inh 0%, L3MBTL1 inh 4%, RECQ1 helicase inactive, TRb-SRC2 inh 7% and Tau FP inhib 0%.
Screening COc1cccc(C(=O)Cn2c(N3CCCCC3)nc3c2c(=O)n(C)c(=O)n3C)c1 returned Tau fibril ThT -7%, RGS12 GoLoco inh 3%, TR SRC2 fluor cs 0%, JMJD2E inh -6%, L3MBTL1 inh 1%, RECQ1 helicase -6%, TRb-SRC2 inh 4% and Tau FP inhib 2%.
For Clc1ccc(-c2nnc3n2CCCC3)cc1Cl the results were Tau fibril ThT -4%, RGS12 GoLoco inh 10%, TR SRC2 fluor cs -4%, JMJD2E inh 10%, L3MBTL1 inh 2%, RECQ1 helicase 0%, TRb-SRC2 inh 4% and Tau FP inhib 3%.
`COc1ccc(-n2c(SCC(=O)Nc3nccs3)nc3c(c2=O)SCC3)cc1` gave Tau fibril ThT -11%, RGS12 GoLoco inh 10%, TR SRC2 fluor cs -5%, JMJD2E inh 1%, L3MBTL1 inh 0%, RECQ1 helicase -4%, TRb-SRC2 inh -7% and Tau FP inhib -8%.
COc1ccccc1N1CCN(C(=S)Nc2cccc(C)c2)CC1 was read as Tau fibril ThT 2%, RGS12 GoLoco inh 10%, TR SRC2 fluor cs -1%, JMJD2E inh -7%, L3MBTL1 inh -1%, RECQ1 helicase inactive, TRb-SRC2 inh -7% and Tau FP inhib 11%.
CCCOc1ccc(C2C(=O)N(C3CCC(C)CC3)CC(=O)N2CCc2ccccc2)cc1OC (stereo not given) was read as Tau fibril ThT 1%, TR SRC2 fluor cs -2%, TRb-SRC2 inh -1% and Tau FP inhib 11%.
Cc1occc1C(=O)NC1CCCCCCC1 was read as Tau fibril ThT 4%, RGS12 GoLoco inh -5%, TR SRC2 fluor cs -1%, JMJD2E inh -12%, L3MBTL1 inh -5%, RECQ1 helicase -4%, TRb-SRC2 inh -3% and Tau FP inhib 1%.
`COc1ccc(N2C(=O)CCC(C(=O)N(C)C3CCCCC3)C2c2ccc(OC)c(OC)c2)cc1` (stereo not given) gave Tau fibril ThT -12%, RGS12 GoLoco inh 8%, TR SRC2 fluor cs 1%, JMJD2E inh -16%, L3MBTL1 inh -6%[11.4 µM], RECQ1 helicase 2%, TRb-SRC2 inh 8% and Tau FP inhib 1%.
Screening CC1CCCCC1NC(=O)CN(C)S(=O)(=O)c1cccc2cccnc12 (stereo not given) returned RGS12 GoLoco inh 1%, TR SRC2 fluor cs -2%, JMJD2E inh 7%, RECQ1 helicase -7%, TRb-SRC2 inh -4% and Tau FP inhib 16%.
COc1ccc(-c2ccnc(-c3ccncc3)n2)cc1 was read as RGS12 GoLoco inh 8%, TR SRC2 fluor cs -1%, JMJD2E inh 6%, RECQ1 helicase -7%, TRb-SRC2 inh 8% and Tau FP inhib 0%.
CCOC(=O)C(=O)NNc1ccc(F)cc1 was read as RGS12 GoLoco inh -7%, TR SRC2 fluor cs -4%, JMJD2E inh inconclusive, RECQ1 helicase 0%, TRb-SRC2 inh 4% and Tau FP inhib 5%.
For COc1cc(CNc2ccc(S(N)(=O)=O)cc2)ccc1OCC(=O)NC1CCCCC1 the results were Tau fibril ThT -4%, RGS12 GoLoco inh -1%, TR SRC2 fluor cs -3%, JMJD2E inh 10%, L3MBTL1 inh 2%[11.4 µM], RECQ1 helicase -1%, TRb-SRC2 inh 0% and Tau FP inhib 0%.
`CC(C)Cc1ccc(S(=O)(=O)Nc2ccc3[nH]c(=O)[nH]c3c2)cc1` gave Tau fibril ThT 0%, TR SRC2 fluor cs -2%, TRb-SRC2 inh 4% and Tau FP inhib -13%.
Screening COc1cccc(CNC(=O)Nc2cn(CC(C)C)c(=O)c3ccccc23)c1 returned Tau fibril ThT -10%, TR SRC2 fluor cs 0%, TRb-SRC2 inh -8% and Tau FP inhib -4%.
Nc1ccc(S(=O)C(F)(F)F)cc1 (stereo not given) was read as Tau fibril ThT 1%, RGS12 GoLoco inh -2%, TR SRC2 fluor cs 0%, JMJD2E inh 12%, L3MBTL1 inh -16%, RECQ1 helicase 1%, TRb-SRC2 inh -4% and Tau FP inhib 5%.
For COC(=O)c1ccc(CNC(=O)COC(=O)c2cc(Cl)nc(Cl)c2)cc1 the results were Tau fibril ThT 7%, RGS12 GoLoco inh -5%, TR SRC2 fluor cs 2%, JMJD2E inh -2%, L3MBTL1 inh 7%, RECQ1 helicase inactive, TRb-SRC2 inh 4% and Tau FP inhib -2%.
For Clc1ccc(OCc2nc(-c3ccc(-n4cccc4)cc3)no2)cc1 the results were Tau fibril ThT -15%, TR SRC2 fluor cs -17%, TRb-SRC2 inh 8% and Tau FP inhib inconclusive.
`CC(=O)Nc1c(C(=O)Nc2cccc(C)c2)nnn1-c1ccc(C)cc1` gave Tau fibril ThT inconclusive, TR SRC2 fluor cs 5%, TRb-SRC2 inh -3% and Tau FP inhib inconclusive.
`COc1ccc(-n2c(Cn3nc(C(F)(F)F)cc3C)n[nH]c2=S)cc1` gave Tau fibril ThT 0%, RGS12 GoLoco inh 4%, TR SRC2 fluor cs 1%, JMJD2E inh 0%, L3MBTL1 inh 3%, RECQ1 helicase inactive, TRb-SRC2 inh -3% and Tau FP inhib 5%.
`CC(C)=C1C2CCC1C1C(=O)N(c3nccs3)C(=O)C21` (stereo not given) gave Tau fibril ThT 9%, RGS12 GoLoco inh 9%, TR SRC2 fluor cs 0%, JMJD2E inh -7%, L3MBTL1 inh 14%, RECQ1 helicase inactive, TRb-SRC2 inh 5% and Tau FP inhib 4%.
